Screening data: PubChem, NCI
NCI-60 one-dose screen, 48 h, at 10 µM unless noted. Numbers give growth in % (100 = growth as untreated, 0 = no growth, -100 = all killed).
SK-MEL-28: SK-MEL-28 melanoma. actives 4.1% (n = 81,000). AID 1794761
EKVX: EKVX NSCLC; AID 1794765; actives 3% (n = 71,000)
UACC-62: UACC-62 melanoma. actives 5.4% (n = 81,000). AID 1794756
SK-MEL-5: SK-MEL-5 melanoma. AID 1794755. actives 6.4% (n = 80,000)
UACC-257: UACC-257 melanoma | AID 1794764 | actives 4.4% (n = 78,000)
M14: M14 melanoma; actives 6.2% (n = 80,000)
HOP-92: HOP-92 NSCLC cells; AID 1794738; actives 6.3% (n = 71,000)
A549/ATCC: A549/ATCC NSCLC; actives 3.7% (n = 81,000); AID 1794740
The depositor's hits bear a star; x = not tested or not shown. The calls were made as follows: active = growth percent below 10; inactive = the rest.

SMILES	SK-MEL-28	EKVX	UACC-62	SK-MEL-5	UACC-257	M14	HOP-92	A549/ATCC
O=C(c1ccccc1)C(O)C(Br)(CBr)c1ccccc1 (stereo not drawn)	101	108	65	86	72	83	47	89
O=C(COc1cccc2cccnc12)Nc1ccc(C(=O)/C=C/c2ccc(Br)cc2)cc1	109	100	97	101	102	108	105	100
Cc1cc(C)c2ccc(NC(=O)CCC(=O)O)nc2n1	106	x	96	101	94	101	118	100
CCOC(=O)c1ccc(N2C(=O)CC(N3C(=O)/C(=C/c4cccnc4)SC3=S)C2=O)cc1 (stereo not drawn)	106	101	96	99	95	104	104	102
O=C(Nc1ccc2c(ccn2Cc2ccc(F)cc2)c1)c1ccnnc1	99	61	70	87	91	90	74	74
Cc1cc(=O)oc2cc(OCC(O)CNN3C(=O)c4cccc5c(N6CCN(C)CC6)ccc(c45)C3=O)ccc12 (stereo not drawn)	-17*	97	79	102	73	90	68	100
O=C(Nc1ccc(N2CCCCC2)c(Cl)c1)c1ccc(Br)o1	40	x	-40*	-97*	67	x	105	83
COc1cc(/C=C/C(=O)c2ccc(NC(=O)CSc3nnc(-c4cc(-c5ccc(Cl)cc5)nc5ccccc45)n3-c3ccccc3)cc2)cc(OC)c1OC	103	95	84	93	109	99	88	102
COc1ccc(NC(=S)NNC(=O)COc2ccc(-c3nc4ccccc4[nH]3)cc2OC)cc1	100	98	99	99	103	98	106	98
NS(=O)(=O)Oc1ccc(NC(=O)c2ccc3ccccc3c2)cc1	115	94	95	99	103	96	97	94
CC1=NN(c2nc(-c3c(O)cc(C)oc3=O)cs2)C(=O)/C1=C\c1ccc(N(C)C)cc1	102	96	98	96	103	100	95	96
O=C(Nc1ccccc1)SC1CCCCC1	119	103	89	105	97	99	98	97
CC1(C)O[C@@H]2C(O)[C@@H]3OC(C)(C)O[C@H]3C(O)[C@@H]2O1 (stereo partly drawn)	115	103	98	104	108	x	111	111
CCCCCCCN(c1ccc(C(=O)OCC)cc1)S(=O)(=O)c1ccc(C)cc1	95	x	81	92	100	105	x	89
Cc1cnc2nc(NN)[nH]n12	108	98	96	100	101	101	100	99
CC1Cc2c(N(C)C)ncnc2N(C)c2ccc(O)cc21 (stereo not drawn)	99	71	81	83	x	74	81	85
O=C(NO)OCc1ccccc1	92	90	92	99	91	108	98	85
O=C1C=Cc2ccccc2/C1=C/c1sc(=O)[nH]c1O	107	106	93	99	123	101	87	111
COc1cc2nnc3c4cccnc4c(C#N)n3c2cc1OC	110	144	99	107	99	105	x	98
O=C1COCCN1c1ccc(NCc2cn(Cc3ccc([N+](=O)[O-])cc3)c3ccccc23)cc1	111	99	80	100	101	93	96	105
CSc1nc(Nc2ccc(S(=O)(=O)NC(C)=O)cc2)c(C#N)c(-c2cccc([N+](=O)[O-])c2)n1	123	98	101	96	117	114	96	106
O=c1cc(O)c2sc(-c3ccc(F)cc3)cc2[nH]1	107	82	100	108	105	98	92	100
O=C(CN1CCN(c2cc3c(cc2F)c(=O)c(C(=O)O)cn3C2CC2)CC1)Nc1nc(-c2ccccc2)cs1	87	91	79	79	65	76	71	65
O=C(NCCNC(c1ccccc1)C(NCCNC(=O)c1ccccc1)c1ccccc1)c1ccccc1 (stereo not drawn)	103	123	85	96	97	86	85	106
CC1(C)CC(=O)c2cc3c(N)c(C(=O)Nc4ccc(F)cc4)sc3nc2C1	114	100	120	99	107	121	x	106
CCCCCCc1ccc(C(=O)Nc2ccc(C)cc2C(=O)O)cc1	110	99	86	102	105	96	21	101
COc1ccc(/C=N/S(=O)(=O)O)cc1	101	102	108	95	69	101	94	81
COc1ccc(C2=Nn3c(SCC(=O)c4ccc(F)cc4)nnc3SC2)cc1	99	100	81	88	93	115	90	94
CCCC1OC(c2ccco2)OCC1CC (stereo not drawn)	113	96	92	x	93	102	105	88
COC(=O)c1cccnc1Nc1ccc(N2C(=O)c3ccccc3C2=O)cc1	104	104	91	99	107	106	92	98
NNC(=O)CSc1nc2ccccc2[nH]1	107	96	98	107	113	102	91	108
O=C(Oc1ccc(-c2ccccc2[N+](=O)[O-])cc1)c1ccccc1	105	88	99	99	108	98	74	97
CCN1C(=O)C2(Nc3ccccc3S2)c2cc(C)ccc21 (stereo not drawn)	105	103	102	95	101	93	x	96
COc1nc(N)c(CNCc2ccccc2)c(=O)n1C	106	95	91	98	88	97	x	94
CC(=O)Nc1ccc(-c2cn(-c3cccc(C(=O)Nc4ccc(F)c(C(F)(F)F)c4)c3)nn2)cn1	60	80	56	86	90	63	66	54
Brc1ccc(C2=Nn3c(nnc3-c3ccccc3)SC2)cc1	106	95	89	100	105	109	x	99
N#CC1=C(c2ccco2)Nc2c(c(-c3ccccc3)nn2-c2ccccc2)C12C(=O)Nc1ccc(Cl)cc12 (stereo not drawn)	46	24	37	50	56	22	-0.9*	-37*
Cc1sc2ncn(CC(=O)Nc3ccc(S(N)(=O)=O)cc3)c(=O)c2c1C	110	96	97	99	98	114	102	98
O=S(=O)(Nc1ncccn1)c1ccc(N=Nc2ccc(O)c3ncccc23)cc1	79	x	29	67	81	55	x	49
Cc1cnc(CSc2nc(-c3ccc(F)cc3)cn2-c2ccc(Cl)cc2)c(C)c1	98	82	82	101	92	x	107	80

As entered above.
Result of `COc1cc(/C=C/C(=O)c2ccc(NC(=O)CSc3nnc(-c4cc(-c5ccc(Cl)cc5)nc5ccccc45)n3-c3ccccc3)cc2)cc(OC)c1OC` under HOP-92: 88
Result of `CC1(C)O[C@@H]2C(O)[C@@H]3OC(C)(C)O[C@H]3C(O)[C@@H]2O1` (stereo partly drawn) under EKVX: 103
Result of `O=c1cc(O)c2sc(-c3ccc(F)cc3)cc2[nH]1` under HOP-92: 92

5 of the compounds above, with values under each structure.
Below each compound: SK-MEL-28	EKVX	UACC-62	SK-MEL-5	UACC-257	M14	HOP-92	A549/ATCC
COC(=O)c1cccnc1Nc1ccc(N2C(=O)c3ccccc3C2=O)cc1
 : 104	104	91	99	107	106	92	98
NNC(=O)CSc1nc2ccccc2[nH]1
 : 107	96	98	107	113	102	91	108
O=C(Oc1ccc(-c2ccccc2[N+](=O)[O-])cc1)c1ccccc1
 : 105	88	99	99	108	98	74	97
CCN1C(=O)C2(Nc3ccccc3S2)c2cc(C)ccc21 (stereo not drawn)
 : 105	103	102	95	101	93	x	96
COc1nc(N)c(CNCc2ccccc2)c(=O)n1C
 : 106	95	91	98	88	97	x	94

(next part)
SMILES	SK-MEL-28	EKVX	UACC-62	SK-MEL-5	UACC-257	M14	HOP-92	A549/ATCC
CC(C)(C)c1cc(Cl)c2c(c1)CN(C1CCCCC1)CO2	94	103	90	101	90	103	81	95
COC1=C(Nc2ccccc2)C(=O)C(OC)=C(Nc2ccccc2)C1=O	121	93	101	110	106	113	111	105
CCn1c2ccc(O)cc2c2c(C)c3c[n+](CCCCCC(=O)O)ccc3c(C)c21	93	87	82	93	97	83	79	98
CC1(C)N=C(N)N=C(N)N1c1ccc(Cl)cc1	90	48	41	32	64	x	132	27
CCCCN(CCCC)C(C)CO (stereo not drawn)	112	90	105	x	105	100	x	105
Cc1cc(CCNC=O)c(C)c2c1sc1ccccc12	90	57	79	79	90	118	91	83
CC/C(=C(/c1ccc(O)cc1)c1ccc(OCCN2CCCCCC2)cc1)c1ccc(Cl)cc1	59	92	83	67	87	17	69	71
C=C1CCC2C3(C)COC(c4ccc(F)cc4)OC3CCC2(C)C1C/C=C1/C(=O)OCC1O (stereo not drawn)	-70*	5.5*	-8.3*	-90*	-63*	-68*	-44*	9.6*
O=C1Nc2ccc(Cl)cc2/C1=C/c1ccc[nH]1	129	33	102	77	118	78	133	90
O=C(Nc1cc(Cl)cc(Cl)c1)Nc1cccc(Cn2c(=O)[nH]c3ccc(Oc4ncccn4)cc3c2=O)c1	78	52	48	45	51	57	51	52
O=Cc1ccc(OCc2ccccc2)cc1	111	96	97	99	94	96	88	93
COc1ccc(OC)c(-c2cc(-c3c[nH]c4ccccc34)nc(N)c2C#N)c1	4.6*	14	-8.1*	-85*	22	-8.5*	-37*	21
O=C(CCl)Nc1ccccc1SCc1cc(Cl)cc2c1OCOC2	94	x	81	63	101	70	-6.1*	96
CCOC(=O)CC(C)C(F)(F)F (stereo not drawn)	110	x	101	108	102	99	x	103
O=C(c1ccc(-c2ccccc2)cc1)c1ccc(-c2ccccc2)cc1	112	107	x	111	79	94	90	79
COc1ccc(CCn2cncc2-c2c[nH]c3ccccc23)cc1	101	71	82	88	102	93	61	99
CCOC(=O)c1ccc(NC(=O)CN2CCN(c3cc(=O)n(-c4ccccc4)c4ccccc34)CC2)cc1	96	68	77	26	61	76	x	74
O=C(OCc1ccc2cccc(O)c2n1)c1cc2ccccc2[nH]1	x	83	92	99	97	99	74	105
CSc1nnc(N)s1	118	109	104	110	104	94	101	99
NC(=NC1C2CC3CC(C2)CC1C3)Nc1ccc(I)cc1 (stereo not drawn)	x	32	x	x	0.4*	3.0*	31	26
COc1cc(C)c(Br)c(C)c1	119	103	98	115	94	102	108	96
Cc1ccc(N2CCN(C(N)=S)CC2)cc1Cl	101	93	109	103	x	95	86	98
COc1cc2c(c(OC)c1OC)C(=O)CC(c1cccc(NC(=O)[C@@H](NC(=O)OC(C)(C)C)C(C)C)c1)O2 (stereo partly drawn)	108	95	83	93	104	105	89	98
N#CC1CC2C=CC1CC2 (stereo not drawn)	116	103	99	106	100	103	103	91
Cc1cc(=O)n(C(=O)Nc2cc(Cl)ccc2O)c2cc(O)ccc12	101	103	97	102	100	96	73	103
COc1cc(OC)c(S(N)(=O)=O)cc1C1=NN(C(C)=O)C(c2ccc(Cl)cc2)C1 (stereo not drawn)	112	100	95	102	93	98	108	95
CC1=CC(C)(C)NC(=S)N1c1cccc2ccccc12	103	93	88	100	100	95	86	99
CC(=O)N1N=C(c2ccc(Oc3nnnn3-c3ccccc3)cc2)OC1c1ccc(F)cc1 (stereo not drawn)	111	96	78	86	100	98	108	93
Cc1ccc(-n2c(CSc3ccc(Cl)cc3)nnc2SCc2nc3ccccc3[nH]2)cc1	94	49	52	78	91	87	54	62
CC1=CC=CN2CCC(=O)N=C12	106	105	104	93	95	96	103	92
Cc1nc2ccc(C(=O)NCc3cc(C(=O)O)c(C)o3)cc2nc1C	103	105	95	105	87	91	91	91
CCOC(=O)c1cc(C(=O)c2ccc(Cl)cc2)n2ccc(-c3ccn4c(C(=O)c5ccc(Cl)cc5)cc(C(=O)OCC)c4c3)cc12	107	92	88	x	101	101	68	100
CC(=O)c1c(C)c(C)cc(C)c1C	104	94	90	105	89	108	99	91
O=C(CN1C(=O)CN(/N=C/c2ccc([N+](=O)[O-])o2)C1=O)c1ccccc1	111	99	86	x	97	100	108	102
CSC1=NC=C(C#N)C2=NC(c3c(F)cccc3Cl)NN12 (stereo not drawn)	112	x	102	x	97	104	x	96
Cc1cc(=O)n2c(-c3ccccn3)nc3c4ccccc4ccc3n12	102	x	92	96	107	109	79	85
CC(=O)[C@H]1CC[C@H]2[C@@H]3C[C@H](F)C4=CC(=O)CC[C@]4(C)[C@@]3(F)[C@@H](O)C[C@]12C	109	x	93	90	87	101	77	75
COc1ccc(/C=C/c2c(C(=O)c3ccccc3)c(=O)[nH]c3ccccc23)cc1	99	102	78	77	92	95	78	79
COc1ccc(-c2nnc(COc3ccc(Cl)cc3Cl)o2)cc1OC	67	-16*	44	28	38	45	-32*	9.7*
Nc1nc(-c2cccnc2)nn1-c1nc2ccccc2s1	106	108	98	100	100	107	103	92
CC(=O)OC[C@H]1OC(Sc2sc(C(=O)c3ccc(Br)cc3)c(N)c2-c2nc3ccccc3s2)[C@@H](OC(C)=O)[C@H]1OC(C)=O (stereo partly drawn)	106	77	80	99	104	102	88	93
NS(=O)(=O)c1cc(Cl)cc(Cl)c1O	110	121	111	106	101	104	103	97
CCCCC1COc2cccc3c(SCC(=O)N(C)Cc4ccccc4)cc[n+]1c23 (stereo not drawn)	107	103	99	x	115	x	120	111
Nc1ncc(-c2ccc(Br)cc2)s1	114	98	102	103	107	107	115	108
N#Cc1c(-c2cccc(F)c2)cc(-c2cccnc2)[nH]c1=O	104	106	97	104	112	102	110	101
O=C(O)CC(C(=O)O)/C(=C\c1ccccc1)c1ccccc1 (stereo not drawn)	103	110	101	95	100	121	93	99
CCCCCCCCCCCCNC(=O)N[C@H](C(=O)N[C@H]1/C=C/CCNC(=O)/C=C/[C@H](C)NC1=O)C(C)C	-70*	25	-89*	-100*	50	-82*	x	11
COc1ccc(OC)c2c(C)c(C)[nH]c12	123	100	93	106	88	106	102	97
CC(=O)OCC1OC(OC2C(COC(C)=O)OC(n3cc(COc4ccc5ccc(=O)oc5c4)nn3)C(OC(C)=O)C2OC(C)=O)C(OC(C)=O)C(OC(C)=O)C1OC(C)=O (stereo not drawn)	109	107	94	99	112	107	94	112
O=C(/C=C/c1ccco1)c1ccc(F)cc1	111	117	103	108	120	114	x	143
CCOC(=O)C1=C(CCl)N(C)C(=O)NC1c1ccc2c(c1)OCO2 (stereo not drawn)	79	72	73	82	60	42	54	87
O=c1[nH]c2ccc(Cl)cc2cc1CSc1nccc(-c2ccc(Cl)cc2)n1	46	43	32	49	61	71	x	50

Compound profiles, from the list above. Order of values: SK-MEL-28 | EKVX | UACC-62 | SK-MEL-5 | UACC-257 | M14 | HOP-92 | A549/ATCC
`CCOC(=O)C1=C(CCl)N(C)C(=O)NC1c1ccc2c(c1)OCO2` (stereo not drawn) in the list: 79 | 72 | 73 | 82 | 60 | 42 | 54 | 87
`CCCCCCCCCCCCNC(=O)N[C@H](C(=O)N[C@H]1/C=C/CCNC(=O)/C=C/[C@H](C)NC1=O)C(C)C` in the list: -70* | 25 | -89* | -100* | 50 | -82* | x | 11
`CC(=O)OCC1OC(OC2C(COC(C)=O)OC(n3cc(COc4ccc5ccc(=O)oc5c4)nn3)C(OC(C)=O)C2OC(C)=O)C(OC(C)=O)C(OC(C)=O)C1OC(C)=O` (stereo not drawn) in the list: 109 | 107 | 94 | 99 | 112 | 107 | 94 | 112
`NS(=O)(=O)c1cc(Cl)cc(Cl)c1O` in the list: 110 | 121 | 111 | 106 | 101 | 104 | 103 | 97
`COc1ccc(OC)c2c(C)c(C)[nH]c12` in the list: 123 | 100 | 93 | 106 | 88 | 106 | 102 | 97
